MEKK3 PB1 HTS – MEKK3-MEK5 PB1 interaction, increase or decrease | 290,000 tested, 1.4% active | Q99759 | binding response (% of control), % at 10 µM | AID 1529 | bead-based flow cytometry, Alexa488-MEK5 binding to MEKK3; actives lie on both sides; 0 = blocked by unlabeled MEK5, 100 = vehicle;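 active = binding response more than 3 SD above or below the average of its plate-row segment, actives on both sides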;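 note: Alexa488 bead fluorescence after subtracting the streptavidin-only scavenger bead signal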
PHOSPHO1 block – PHOSPHO1 (human) inhibition | Q8TCT1 | recombinant PHOSPHO1, absorbance phosphatase assay | inhibition, % at 13.3 µM | 290,000 tested, 1.1% active | AID 1565; in the data active = inhibition above about 60%
Target sequence (Q8TCT1 whole entry, looked up): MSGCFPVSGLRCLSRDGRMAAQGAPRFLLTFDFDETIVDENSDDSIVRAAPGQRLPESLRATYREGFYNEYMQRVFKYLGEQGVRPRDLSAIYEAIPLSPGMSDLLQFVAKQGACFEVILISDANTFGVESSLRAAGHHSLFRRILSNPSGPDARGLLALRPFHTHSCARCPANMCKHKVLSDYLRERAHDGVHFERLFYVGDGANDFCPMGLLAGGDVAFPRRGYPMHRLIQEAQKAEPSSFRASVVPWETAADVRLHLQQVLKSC
DNA FID counter – displaces DNA intercalator in HCV helicase counter-screen; DNA fluorescent intercalator displacement, fluorescence; inhibition, % at 7.9 µM; 290,000 tested, 0.17% active; AID 1845; in the data active = inhibition above about 37%;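 note: 0% = vehicle and 100% = reference compound; higher means more ethidium bromide displaced from hairpin DNA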
OXTR agonist – activates the human oxytocin receptor | P30559 | CHO-OTR cells, Fluo-8 calcium fluorescence; normalized: DMSO 0%, oxytocin 100% | activation, % at 3 µM | 320,000 tested, 0.32% active | AID 2435;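 active = activation above the mean of all tested compounds plus 3 SD, cutoff set per screening run, cut at about 20% in these data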;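 note: peak over basal fluorescence ratio from a 100 s FLIPR kinetic read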
Target sequence (P30559 whole entry, looked up): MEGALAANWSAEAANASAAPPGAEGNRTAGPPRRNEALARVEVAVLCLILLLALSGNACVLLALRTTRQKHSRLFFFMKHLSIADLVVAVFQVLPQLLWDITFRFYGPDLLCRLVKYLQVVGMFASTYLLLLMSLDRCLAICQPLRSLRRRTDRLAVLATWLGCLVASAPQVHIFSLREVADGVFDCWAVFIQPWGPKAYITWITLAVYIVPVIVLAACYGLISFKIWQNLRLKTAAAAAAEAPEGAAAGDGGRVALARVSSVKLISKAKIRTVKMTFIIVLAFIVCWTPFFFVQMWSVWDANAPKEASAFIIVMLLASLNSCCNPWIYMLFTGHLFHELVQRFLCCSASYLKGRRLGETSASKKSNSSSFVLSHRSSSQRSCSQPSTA
PfM18AAP inh – PfM18AAP enzyme inhibition; 290,000 tested, 1.2% active; inhibition, % at 7.35 µM; recombinant PfM18AAP, H-Glu-NHMec fluorogenic cleavage;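 active = inhibition above the campaign mean inhibition over all tested compounds plus 3 SD, cut at about 28% in these data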;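 note: 0% = plate median of test compound wells and 100% = 2 mM ZnCl2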
MEKK2mut PB1 HTS – signal of MEK5 binding to mutant human MEKK2 PB1 domain; 290,000 tested, 0.35% active; AID 1530; percent response, % at 10 µM; bead flow cytometry, Alexa488-MEK5 binding to MEKK2 mutant; in the data active = percent response above about 24%, passing the limit was not always enough; note: inactives centre near 1; some results filed as inactive read as strong as hits; reference of the scale not given here
GPR7 antagonist – antagonists of human GPR7 (neuropeptides B/W receptor 1) | 290,000 tested, 1.1% active | AID 1861 | P48145 | GPR7-expressing cells, fluorescence antagonist assay | inhibition, % at 4.4 µM; in the data active = inhibition above about 16%, passing the limit was not always enough;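 note: cells stimulated with the agonist NPW; 0% = agonist with vehicle and 100% = vehicle without agonist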
Target sequence (P48145 whole entry, looked up): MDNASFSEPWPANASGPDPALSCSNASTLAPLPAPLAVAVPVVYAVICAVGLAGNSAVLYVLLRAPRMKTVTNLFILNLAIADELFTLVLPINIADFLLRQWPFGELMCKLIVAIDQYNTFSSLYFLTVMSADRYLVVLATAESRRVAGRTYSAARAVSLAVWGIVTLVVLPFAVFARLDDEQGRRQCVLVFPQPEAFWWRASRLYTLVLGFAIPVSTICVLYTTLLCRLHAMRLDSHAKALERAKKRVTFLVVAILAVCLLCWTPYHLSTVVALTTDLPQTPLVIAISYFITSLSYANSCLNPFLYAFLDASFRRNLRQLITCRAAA
NALP1 yeast inh – blocks the NALP1 inflammasome reconstituted in yeast. S. cerevisiae NALP1/ASC/caspase-1 growth, X-gal OD620, 72 h. inhibition, % at 10 µM. AID 2071. 280,000 tested, 0.61% active; in the data active = inhibition mostly above about 24%, no sharp cut-off; inactive = mostly below about 32%; note: some compounds called inactive have numbers as strong as hits
MEKK2 WT-MEK5 – raises or lowers MEK5 binding to wildtype human MEKK2 PB1 domain | Q9Y2U5 | bead flow cytometry, Alexa488-MEK5 binding to MEKK2 WT; actives lie on both sides | binding response (% of control), % at 10 µM | 290,000 tested, 1.1% active | AID 1531; in the data active = binding response below about 67% or above about 130%
The depositor's hits bear a star; / = no result given; & = joins results of further samples.

Second line of a record – MEKK3 PB1 HTS | PHOSPHO1 block | DNA FID counter | OXTR agonist | PfM18AAP inh | MEKK2mut PB1 HTS | GPR7 antagonist | NALP1 yeast inh | MEKK2 WT-MEK5
CCN(CC)c1ccc(NC(=O)c2cc3ccccc3o2)c(C)c1
→ 100.0 | 3.5 | -5.1 | 0.2 | 6.5 | 0.0 | -13.6 | 20.5 | 95.0
CCCCn1c(=O)c(CCC(=O)OCC(=O)Nc2ccc(C)c(Cl)c2)nc2ccccc21
→ 103.0 | -3.5 | -3.2 | -0.5 | -0.9 | 13.0 | -11.6 | 17.8 | 119.0
CCN(CC(=O)NCC1CCCO1)S(=O)(=O)c1ccc2ccccc2c1 (configuration not stated)
→ 106.0 | / | -24.2 | -1.2 | -15.4 | 1.0 | -1.6 | 1.2 | 102.0
Cc1cc(=O)[nH]c(-n2[nH]c3c(c2=O)CCCC3)n1
→ 100.0 | 29.8 | -0.5 | 0.8 | 14.6 | 3.0 | 16.2 | 0.5 | 100.0
CCOC(=O)c1oc2ccc(CNC3CCCCC3)c(Cl)c2c1C
→ 91.0 | -13.3 | 13.4 | 4.7 | -3.4 | -1.0 | -1.2 | 8.6 | 102.0
Cc1cc(C(=O)NNc2c(Cl)cccc2Cl)no1
→ 99.0 | -3.6 | -2.0 | -0.5 | 5.6 | -6.0 | -1.1 | 5.3 | 97.0
Nc1cc2c(cc1[N+](=O)[O-])OCCO2
→ 97.0 | -14.4 | -4.9 | -0.2 | -6.8 | -1.0 | -3.4 | 17.1 | 100.0
Cc1ncc([N+](=O)[O-])n1CC(C)O (configuration not stated)
→ 104.0&86.0 | -8.2&3.4 | 1.1&7.3 | 1.6 | 2.0&-5.0 | 2.0&5.0 | -14.5&-1.9 | 2.3&1.2 | 101.0&109.0
CCCCn1c(SCC(=O)N2c3ccccc3CCc3ccccc32)nc2c1c(=O)n(C)c(=O)n2C
→ 97.0 | -13.3 | -0.8 | -1.2 | 1.1 | 2.0 | -2.9 | -2.0 | 96.0
COc1ccc(-c2nc(CS(=O)CC(=O)NCc3ccc(Cl)cc3)c(C)o2)cc1 (configuration not stated)
→ 106.0 | 21.7 | -33.5 | 4.2 | 8.8 | 7.0 | 5.0 | 2.4 | 107.0
O=C(COC(=O)C1CCCCC1)NCCc1ccccc1
→ 98.0 | 1.1 | -14.0 | / | 2.5 | 10.0 | 0.1 | -6.1 | 105.0
Cc1ccc(NCC(=O)Nc2c(C)n(C)n(-c3ccccc3)c2=O)cc1S(=O)(=O)N(C)C
→ 100.0 | 36.2 | -14.8 | 0.4 | 1.3 | 1.0 | -13.0 | 46.8 | 98.0
CCOC(=O)C1CCCN(C2CC(=O)N(c3cccc(C(F)(F)F)c3)C2=O)C1 (configuration not stated)
→ 102.0 | 3.3 | -9.6 | -1.0 | -12.2 | -1.0 | -19.1 | 59.3* | 96.0
Cc1onc(-c2ccccc2Cl)c1C(=O)Nc1ccc(Cl)cn1
→ 91.0 | 1.0 | -11.4 | -3.2 | -3.4 | -11.0 | 6.8 | 6.4 | 90.0
CC(C)[C@H](NC(=O)c1ccc(Cl)c([N+](=O)[O-])c1)C(=O)NCc1ccc(F)cc1
→ 99.0 | -3.8 | 1.6 | 2.9 | 1.7 | 8.0 | -4.5 | 22.0 | 101.0
CC(C)C1CC(C(F)(F)F)n2nc(C(=O)O)cc2N1 (configuration not stated)
→ 102.0 | 10.2 | -2.0 | 0.6 | -4.8 | 0.0 | -4.5 | -2.8 | 106.0
Fc1ccccc1N1CCN(Cc2cnc(Cl)s2)CC1
→ 100.0 | 55.7 | -2.3 | -2.1 | -8.0 | -3.0 | 1.6 | -8.0 | 99.0
Cc1ccc(CNC(=O)CSc2c3c(nc4cc(Cl)ccc24)CCCC3)o1
→ 100.0 | 12.5 | -6.0 | 5.6 | 3.3 | 1.0 | 1.8 | 13.2 | 98.0
CC1(C)CC(=O)C=C(C(=O)NC2CCCc3c2cnn3-c2cc(F)cc(F)c2)O1 (configuration not stated)
→ 102.0 | 31.3 | -44.4 | -1.0 | 0.0 | -1.0 | -15.7 | 7.5 | 101.0
Cc1ccc(S(=O)(=O)Nc2nc3ccccc3nc2NCc2ccco2)cc1C
→ / | 23.5 | -28.5 | 3.6 | 17.2 | / | 7.3 | 6.1 | /

Nothing new here: entries from further up.
Second line of a record – MEKK3 PB1 HTS | PHOSPHO1 block | DNA FID counter | OXTR agonist | PfM18AAP inh | MEKK2mut PB1 HTS | GPR7 antagonist | NALP1 yeast inh | MEKK2 WT-MEK5
Cc1ccc(CNC(=O)CSc2c3c(nc4cc(Cl)ccc24)CCCC3)o1
→ 100.0 | 12.5 | -6.0 | 5.6 | 3.3 | 1.0 | 1.8 | 13.2 | 98.0
CC1(C)CC(=O)C=C(C(=O)NC2CCCc3c2cnn3-c2cc(F)cc(F)c2)O1 (configuration not stated)
→ 102.0 | 31.3 | -44.4 | -1.0 | 0.0 | -1.0 | -15.7 | 7.5 | 101.0
Cc1ccc(S(=O)(=O)Nc2nc3ccccc3nc2NCc2ccco2)cc1C
→ / | 23.5 | -28.5 | 3.6 | 17.2 | / | 7.3 | 6.1 | /

The results go on.
Second line of a record – MEKK3 PB1 HTS | PHOSPHO1 block | DNA FID counter | OXTR agonist | PfM18AAP inh | MEKK2mut PB1 HTS | GPR7 antagonist | NALP1 yeast inh | MEKK2 WT-MEK5
O=c1c2oc3ccccc3c2ncn1Cc1cccc(Cl)c1
→ 106.0 | -14.8 | -4.8 | 0.3 | -10.3 | 3.0 | -9.2 | 0.6 | 105.0
COc1cc(/C=N/Nc2ccc(F)cc2F)cc(OC)c1O
→ 100.0 | -2.8 | -1.5 | 0.0 | 6.2 | 1.0 | -2.1 | 19.0 | 98.0
CC12CCC(C(=O)Nc3ccccc3)(C/C1=N\O)C2(C)C (configuration not stated)
→ 98.0 | -15.0 | 1.5 | 0.8 | 1.0 | 1.0 | 13.9 | 36.2 | 102.0
CN(C)CCN(Cc1ccccc1)c1ccnc(N(C)C)c1C#N
→ / | -6.6 | 14.9 | 0.2 | 12.6 | / | -10.8 | 12.6 | /
CSc1ccccc1COC(=O)Nc1ccccc1C
→ 102.0 | 24.4 | -5.0 | -1.9 | 0.3 | 0.0 | -15.0 | -13.4 | 102.0
Cc1cc(C(F)(F)F)nn1-c1nc(-c2ccco2)cc(C(F)(F)F)n1
→ 102.0 | 10.2 | 3.2 | -0.4 | -8.9 | 4.0 | -1.0 | -5.4 | 103.0
Cc1ccc(CNC(=O)COC(=O)c2cc3c(s2)CCC(C)C3)cc1 (configuration not stated)
→ 102.0 | -4.5 | -2.3 | -1.3 | -0.2 | 5.0 | -0.2 | 36.8 | 87.0
O=c1c2c(-c3cccs3)csc2ncn1-n1cccc1
→ 102.0 | 52.4 | -2.8 | -1.3 | -19.1 | 1.0 | 5.3 | 15.2 | 101.0
CN(C)S(=O)(=O)c1ccc(Cl)c(NC(=O)COC(=O)CCC(=O)c2cccs2)c1
→ 99.0 | 44.1 | -25.5 | -0.2 | 11.1 | -2.0 | -4.6 | -5.1 | 100.0
COCC(C)n1c(C)cc(C(=O)COC(=O)c2oc3ccccc3c2C)c1C (configuration not stated)
→ 92.0 | -3.8 | -23.2 | 1.1 | -8.1 | -4.0 | -7.7 | 2.2 | 91.0
COc1cccc(-c2ccc(NC(=O)C3CCCN(CCCn4cccn4)C3)cc2)c1 (configuration not stated)
→ 102.0 | 52.6 | 20.2 | 5.8 | 7.1 | 16.0 | 7.2 | 26.5 | 131.0
CC(C)(C)c1nc(NC(=O)Nc2ccccc2)sc1Br
→ 98.0 | 24.7 | -1.8 | 2.7 | -2.1 | 0.0 | 31.8* | 18.0 | 105.0
O=c1[nH]c2c(c(=O)n1Cc1ccccc1)CCC2
→ 101.0 | -6.3 | 1.1 | -0.8 | -7.2 | -1.0 | 5.9 | 9.1 | 101.0
CC(C)OCCCNC1=C(Cl)C(=O)c2ccccc2C1=O
→ 92.0 | 23.7 | -3.6 | -3.1 | 4.3 | -11.0 | 5.7 | 0.2 | 89.0
Cc1nn(-c2ccccc2)c(Cl)c1C(=O)NCCCCNC(=O)c1c(C)nn(-c2ccccc2)c1Cl
→ 106.0 | -3.8 | -18.7 | -2.3 | 2.6 | 14.0 | -9.4 | 13.7 | 108.0
CCCc1nnc(NC(=O)CCC(=O)NC2CC2)s1
→ 96.0 | 30.2 | -6.7 | 0.9 | 3.2 | -2.0 | -4.7 | 12.6 | 97.0
CCn1c(=O)n(CC)c2cc(S(=O)(=O)N3CCCCC3)c(C)cc21
→ 101.0 | 20.4 | -15.8 | -0.5 | 1.6 | 3.0 | 2.4 | 15.9 | 101.0
COC(=O)c1sc(SC)c(S(=O)(=O)C(C)C)c1N/N=C(\C#N)S(=O)(=O)c1ccccn1
→ 127.0 | 32.7 | -9.2 | -0.1 | -5.0 | 24.0 | -7.8 | 8.7 | 120.0
COc1cccc(CNC(=O)c2cc(S(=O)(=O)N3CCCCC3)c[nH]2)c1
→ 98.0 | 15.1 | -47.1 | 0.3 | -6.1 | 1.0 | 5.1 | 19.6 | 100.0
Cc1ccc(NC(=S)NC2CCSc3ccccc32)cc1C (configuration not stated)
→ 97.0 | 23.3 | -28.1 | -0.6 | 4.2 | -4.0 | -23.1 | 13.6 | 96.0
CC(C(=O)c1ccc(Br)cc1)[n+]1cccc(NC(=O)c2ccccc2)c1 (configuration not stated)
→ 103.0 | -6.8 | 2.7 | -1.0 | 0.8 | 9.0 | 11.1 | 26.7 | 146.0
COC(=O)[C@H](Cc1ccccc1)NC(=O)c1cc(COc2c(F)cccc2F)on1
→ 98.0 | 19.9 | -40.0 | -0.2 | 3.2 | -1.0 | 3.4 | 18.6 | 98.0
CCOc1ccccc1N(CC(=O)NCC1CCCO1)C(=O)CNS(=O)(=O)c1ccccc1 (configuration not stated)
→ 103.0 | 32.2 | -24.4 | -0.9 | -3.1 | -7.0 | -8.4 | 4.9 | 95.0
CC(=O)Nc1ccc(S(=O)(=O)N2CCC(NC(=O)c3ccco3)CC2)cc1
→ 108.0 | 18.0 | -0.5 | 0.8 | 6.8 | 5.0 | -4.0 | 37.2 | 106.0
CCCCn1c2ccccc2c2cc(CC(N)=O)ccc21
→ 99.0 | -9.9 | -21.8 | 2.0 | 2.1 | 1.0 | -15.1 | 1.6 | 97.0
Cc1nn(C(=O)N(C)C)c(C)c1CN1C(=O)c2ccccc2C1=O
→ 103.0 | 24.1 | -7.5 | / | -9.7 | 4.0 | -15.7 | 6.3 | 107.0
CSc1nsc(SC)c1NC(=O)OCC1CCCO1 (configuration not stated)
→ 95.0 | -74.9 | -13.9 | 0.2 | 20.0 | -4.0 | -13.3 | 5.0 | 96.0
CC(C)CN1C(=O)CC(Sc2ccccc2C(=O)O)C1=O (configuration not stated)
→ 98.0 | 3.2 | -4.2 | 0.9 | 1.7 | -1.0 | -6.1 | 7.0 | 99.0
CC1=C(C#N)C2C(/C1=N/O)C2(C)C (configuration not stated)
→ 104.0 | -11.4 | 2.2 | 0.5 | -5.7 | 4.0 | -5.4 | -4.1 | 103.0
O=C(COC(=O)/C=C/c1ccco1)NCCc1ccccc1
→ 98.0 | -2.1 | 10.4 | -0.1 | -2.9 | -1.0 | -10.9 | -7.3 | 99.0
Cc1ccc(S(=O)(=O)/C(C#N)=C/c2c(N3CCC(C(N)=O)CC3)nc3ccccn3c2=O)cc1
→ 102.0 | -4.4 | -26.9 | 0.1 | -3.5 | -2.0 | -9.7 | 23.2 | 95.0
COc1ccc(CN(C)C2c3ccccc3-c3ccccc32)cc1
→ 105.0 | -3.9 | -5.8 | -1.6 | -3.5 | 3.0 | -4.0 | 28.4 | 104.0
O=C(O)CNC(=O)CC1S/C(=N/N=C/c2ccccc2O)NC1=O (configuration not stated)
→ 117.0 | 44.0 | -22.9 | 0.4 | 13.1 | -1.0 | 0.0 | 18.2 | 113.0
COc1ccc(C/C(C)=N/NC(=S)Nc2ccccc2F)cc1
→ 103.0 | 12.0 | -6.9 | -0.9 | 14.9 | 0.0 | -10.4 | -15.1 | 98.0
